ADAM10 inh – human ADAM10 inhibitors, primary screen, biochemical, QFRET, HTS; Disintegrin and metalloproteinase domain-containing protein 10 (Homo sapiens), O14672; recombinant ADAM10, EDANS/DABCYL FRET peptide cleavage, 3 h; inhibition, % at 7 µM; 0.62% of 370,000 active; AID 720582, 2013;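 active = inhibition above a per-campaign cutoff equal to the mean of compounds falling between control-based bounds plus 3 SD, cut at about 20% in these data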;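 note: 0% = DMSO wells while the 100% control is not disclosed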
hgDAF12 agonist – H. glycines DAF-12 receptor agonists, primary screen, cell-based, luminescence, HEK293, GAL4 fusion, UAS-luciferase; Nuclear hormone receptor DAF-12 (Heterodera glycines), GAL4 fusion; HEK293 GAL4-hgDAF12 UAS-luciferase reporter, agonist luminescence; normalized to butyrate control; activation, % at 6.8 µM; 1.8% of 370,000 active; AID 687014, 2013;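 active = activation above a cutoff set at the mean of all screened compounds plus 3 SD, cut at about 10% in these data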;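 note: 0% = DMSO wells and 100% = sodium butyrate wells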
DAX1 inh-1 – DAX1 (NR0B1) inhibitors on StAR promoter, primary screen, cell-based, luminescence, SF-1 (NR5A1), full-length DAX-1; HEK293T StAR-luciferase reporter, SF-1/DAX-1 repression relief; AID 652010, 2013; inhibition, % at 6.8 µM; 1.1% of 370,000 active;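 active = inhibition above the mean over all tested compounds plus 3 SD, cut at about 3.6% in these data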;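 note: 0% = DAX-1 cells with DMSO and 100% = cells lacking DAX-1 with DMSO; higher inhibition means more luminescence from relief of DAX-1 repression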
GC-A act – GC-A stimulated cGMP production enhancers – HEK293 GC-A cells, cGMP TR-FRET, EC30 ANP, primary screen | Atrial natriuretic peptide receptor 1 (Homo sapiens), P16066 | 0% at EC30 ANP, 100% saturating ANP | activation, % at 10 µM | 0.14% of 370,000 active; in the data active = activation above about 40%
DAX1 inh-2 – DAX1 (NR0B1) inhibitors, primary screen, cell-based, HEK293, Gal4-DAX1, luciferase luminescence; Nuclear receptor subfamily 0 group B member 1 (Homo sapiens), P51843; HEK293 Gal4-DAX1 luciferase reporter; inhibition, % at 6.75 µM; 0.99% of 340,000 active; AID 504766, 2011;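 active = inhibition above the mean over all tested compounds plus 3 SD, cut at about 4.2% in these data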;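 note: 0% = DAX1-transfected cells with DMSO and 100% = empty-vector control cells with DMSO; inhibition shows as a rise in luminescence from relieved DAX1 repression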
FXN GAA850 act – FXN promoter activators, primary screen, cell-based, luciferase luminescence, HEK293 lucGAA850 | AID 540364, 2011 | activation, % at 6 µM | 0.56% of 360,000 active | HEK293 lucGAA850 FXN promoter luciferase reporter, 24 h; percent of 10 µM SAHA response;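 active = activation above the average of all compounds screened plus 3 SD, cutoff fixed separately per campaign, cut at about 7.5% in these data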;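 note: 0% = DMSO wells and 100% = 10 µM SAHA wells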
SMARCA2 activ – SMARCA2 (BRM) function activators, primary screen, cell-based, luminescence, high throughput; MG213 cells, MMTV-luciferase reporter, dexamethasone, overnight; activation, % at 9.1 µM; 1% of 370,000 active; in the data active = activation above about 7.8%;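 note: 0% = vehicle wells and 100% = reference activator wells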
hcDAF12 agonist – H. contortus DAF-12 nuclear receptor activators, primary screen, cell-based, luminescence, HEK293, lit1-tk-luc reporter | AID 652067, 2013 | HEK293 hcDAF-12 lit1-tk-luc reporter; 0% DMSO, 100% Δ7-dafachronic acid | activation, % at 6.8 µM | 1.4% of 370,000 active;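 active = activation above the mean of all tested compounds plus 3 SD, cut at about 5.5% in these data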;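 note: 100% = response to 3 µM Δ7-dafachronic acid high control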
HGIII-sPLA2 inh – human group III sPLA2 inhibitors, primary screen, biochemical, QFRET, BODIPY PC-A2 liposome substrate; Group 3 secretory phospholipase A2 (Homo sapiens), Q9NZ20; QFRET BODIPY PC-A2 liposome hydrolysis, fluorescence; inhibition, % at 12.2 µM; 0.56% of 370,000 active; AID 743126, 2013;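 active = inhibition above mean plus 3 SD of compounds lying within the high and low control bounds, cut at about 19% in these data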;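 note: 0% = median of test compound wells and 100% = no enzyme DMSO wells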
GC-B act – human GC-B receptor activators, primary screen, HEK293 GC-B cells, cGMP TR-FRET, EC30 CNP; Atrial natriuretic peptide receptor 2 (Homo sapiens), P20594; AID 1920062, 2024; 0.11% of 370,000 active; 0% at EC30 CNP, 100% saturating CNP; activation, % at 10 µM;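 active = activation at 10 µM reaching about 35% in either raw or pattern-adjusted values, limit read from the data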
Target sequence (P20594 whole entry, looked up): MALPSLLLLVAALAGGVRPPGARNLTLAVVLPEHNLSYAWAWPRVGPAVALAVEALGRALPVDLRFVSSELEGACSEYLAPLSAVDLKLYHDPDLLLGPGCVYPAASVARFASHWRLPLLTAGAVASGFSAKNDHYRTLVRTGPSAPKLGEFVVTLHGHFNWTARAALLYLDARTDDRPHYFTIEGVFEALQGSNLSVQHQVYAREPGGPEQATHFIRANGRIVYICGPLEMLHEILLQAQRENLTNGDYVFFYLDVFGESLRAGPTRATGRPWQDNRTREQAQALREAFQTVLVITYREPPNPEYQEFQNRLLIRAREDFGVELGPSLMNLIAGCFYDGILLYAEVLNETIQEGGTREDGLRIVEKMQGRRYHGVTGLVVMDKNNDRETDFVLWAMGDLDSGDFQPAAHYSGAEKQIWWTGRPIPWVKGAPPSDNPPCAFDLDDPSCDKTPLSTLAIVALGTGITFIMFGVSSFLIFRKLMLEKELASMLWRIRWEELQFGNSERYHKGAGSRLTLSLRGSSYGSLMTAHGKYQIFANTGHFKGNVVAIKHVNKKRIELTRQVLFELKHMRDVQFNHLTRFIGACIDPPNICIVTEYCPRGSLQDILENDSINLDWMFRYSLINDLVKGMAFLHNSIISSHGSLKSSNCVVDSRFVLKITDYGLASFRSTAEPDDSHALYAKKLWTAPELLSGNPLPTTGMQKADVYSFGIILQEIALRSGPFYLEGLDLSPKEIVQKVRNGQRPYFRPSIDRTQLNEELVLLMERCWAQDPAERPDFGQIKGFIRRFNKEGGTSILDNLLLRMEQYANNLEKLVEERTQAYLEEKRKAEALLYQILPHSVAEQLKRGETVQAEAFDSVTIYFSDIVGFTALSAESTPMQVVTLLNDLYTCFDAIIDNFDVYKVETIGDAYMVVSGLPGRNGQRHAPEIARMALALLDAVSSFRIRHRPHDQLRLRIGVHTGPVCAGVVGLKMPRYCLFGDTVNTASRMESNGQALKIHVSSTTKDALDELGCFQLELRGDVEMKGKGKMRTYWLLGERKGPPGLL
ssDAF12 agonist – S. stercoralis DAF-12 nuclear receptor activators, primary screen, cell-based, luminescence, HEK293, GRIP1 co-expression, lit1-tk-luc; Nuclear hormone receptor DAF-12 (Strongyloides stercoralis); HEK293 ssDAF-12/GRIP1 lit1-tk-luc reporter; % of 3 µM dafachronic acid response; activation, % at 6.8 µM; 1% of 370,000 active; AID 652126, 2013;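 active = activation above the mean over all tested compounds plus 3 SD, cut at about 0.9% in these data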;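 note: 0% = DMSO-only wells and 100% = 3 µM delta7-dafachronic acid wells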
* marks the source's active call; other numbers are inactive results; x = not tested or not shown.

The first four entries (preview)
SMILES	ADAM10 inh	hgDAF12 agonist	DAX1 inh-1	GC-A act	DAX1 inh-2	FXN GAA850 act	SMARCA2 activ	hcDAF12 agonist	HGIII-sPLA2 inh	GC-B act	ssDAF12 agonist
C/C(=C\c1ccccc1)C(=O)Nc1ccc(S(=O)(=O)Nc2ncccn2)cc1	0	-2.5	0.1	1	-1.1	1.2	-3	-0.7	0	-7	-1.2
CC(C)OC(=O)c1cc(-c2ccc(C=O)o2)ccc1Cl	7	-1.8	0.2	5	0.5	1.2	6	-0.2	6	-2	-1.7
c1cc2ccn(CC3CC3)c2cc1-c1ccc2ccn(CC3CC3)c2c1	-100	2.2	-1.6	0	x	x	-2	1.6	8	38*	-0.9
C/C(=C1\SC(N2CCOCC2)=NC1=O)c1ccc(C)cc1	1	-0.8	1.1	0	0.7	0.2	0	-1.1	1	-2	-0.8

The list itself, from the first entry:
SMILES	ADAM10 inh	hgDAF12 agonist	DAX1 inh-1	GC-A act	DAX1 inh-2	FXN GAA850 act	SMARCA2 activ	hcDAF12 agonist	HGIII-sPLA2 inh	GC-B act	ssDAF12 agonist
C/C(=C\c1ccccc1)C(=O)Nc1ccc(S(=O)(=O)Nc2ncccn2)cc1	0	-2.5	0.1	1	-1.1	1.2	-3	-0.7	0	-7	-1.2
CC(C)OC(=O)c1cc(-c2ccc(C=O)o2)ccc1Cl	7	-1.8	0.2	5	0.5	1.2	6	-0.2	6	-2	-1.7
c1cc2ccn(CC3CC3)c2cc1-c1ccc2ccn(CC3CC3)c2c1	-100	2.2	-1.6	0	x	x	-2	1.6	8	38*	-0.9
C/C(=C1\SC(N2CCOCC2)=NC1=O)c1ccc(C)cc1	1	-0.8	1.1	0	0.7	0.2	0	-1.1	1	-2	-0.8
CCc1c(C)nc(SCC(=O)N2CCCCC2CC)[nH]c1=O (centres undefined)	10	5.2	-0.3	2	1.6	-0.2	0	0.6	1	0	-1.3
COc1ccc(CNC(=O)c2ccc(CS(=O)(=O)c3ccc(Br)cc3)o2)cc1	-4	3.1	-1.3	-3	6.2*	-1.2	-1	-2.3	-9	-1	-1.4
CCc1[nH]nc2c1C1(CCOC1C)C(C#N)=C(N)O2 (centres undefined)	-5	0.4	0.3	-4	-1.0	0.1	2	-1.8	7	6	-1.0
CCOc1ccc(OCC)c(NC(=O)C2CCCN(C(=O)c3ccc(Cl)cc3)C2)c1 (centres undefined)	-22	-1.3	-1.2	-1	1.3	0.7	-4	0.2	13	-2	-1.8
Cc1ccc(NC(=O)CCc2nnc3ccc(N4CCOCC4)nn23)cc1C	9	-0.4	-0.2	3	0.0	13*	-1	0.8	12	30	-1.1
O=C(CCN1CCc2ccccc2C(c2ccccc2)C1)c1ccc2c(c1)OCCO2 (centres undefined)	5	-1.4	-0.4	0	-0.8	-1.8	0	-1.3	-10	-10	-1.4
CC(C)CCN1C(=O)CC(NNC(=O)c2ccc(S(=O)(=O)N3CCCC3)cc2)C1=O (centres undefined)	0	1.8	0.1	4	2.5	2.0	-1	0.9	-23	3	-1.9
Cc1ccc(C(=O)C(OC(=O)c2c(C)cc(=O)oc2C)c2ccccc2)cc1 (centres undefined)	1	3.5	-0.9	-13	2.1	3.2	1	-2.1	-6	-12	-2.2
CN(Cc1ccccc1)C(=O)c1ccc(NC(=O)Cc2ccc(NC(=O)C3CCCN(C(=O)CCc4ccccc4)C3)cc2)cc1 (centres undefined)	11	-11	-6.6	3	-4.4	-4.8	-7	-4.7	-40	2	-2.5
c1ccc2c(c1)CCN(c1nc(CN3CCOCC3)nc3sc4c(c13)CCCC4)C2	-44	-3.9	0.2	2	-2.1	1.7	6	-1.9	-2	0	-2.0
O=C(/C=C/c1cccc([N+](=O)[O-])c1)NCCN1C(=O)S/C(=C\c2cccnc2)C1=O	4	0.6	-1.4	-4	-1.4	-0.8	0	-1.3	-4	2	-1.2
CC1(c2nnnn2Cc2ccccc2)CCC(=O)N1CCCN1CCOCC1 (centres undefined)	-5	-1.4	0.7	0	x	x	8	0.3	1	2	-0.5
COc1ccc(C)cc1NC(=O)CC(O)(C(F)(F)F)C(F)(F)F	5	-1.5	0.1	-1	0.4	2.9	4	2.7	-2	-1	-0.8
CC1CCN(CC(=O)N2CC(=O)Nc3ccccc32)CC1	9	0.9	-1.0	4	1.7	-0.7	2	2.5	6	-3	-0.4
CC(C(N)=O)N1C(=O)NC2(CCCc3ccccc32)C1=O (centres undefined)	4	-1.4	-0.3	-2	3.5	2.7	-4	2.6	9	2	-0.2
CCCc1nc(SCc2ccc(Cl)cc2Cl)n[nH]1	-6	-0.7	-0.4	-2	0.0	-1.0	-2	-1.5	0	-4	-1.9
Cc1cccc(N(C)c2ncnc3onc(-c4ccc(F)cc4)c23)c1C	2	0.1	-0.6	3	-0.1	-1.3	1	-0.3	-4	-2	-1.3
CCN(C(=O)CCS(=O)(=O)c1cccc2nonc12)c1ccc(F)cc1	-3	-0.8	-0.1	-3	-1.6	2.1	-1	-1.2	-1	2	-1.4
Cc1cc(N2CCCC2)ccc1/C=N/n1cnnc1	-19	-1.3	0.2	-3	1.7	2.7	-2	-0.5	-1	6	-0.9
CC(C)n1c(Sc2nccn2C)nc2c1c(=O)n(C)c(=O)n2C	3	0.5	0.6	-1	0.4	3.3	-4	-0.8	-1	2	-0.3
CCOC(=O)c1c(NC(=O)Cc2cccs2)sc(C(=O)N2CCCCC2)c1C	-5	-0.1	-0.1	13	1.4	7.2	-1	-2.6	-4	12	-0.8
O=C(Nc1ccc(F)cc1)c1nc[nH]c1C(=O)Nc1ccccc1[N+](=O)[O-]	-1	6.2	0.4	1	-0.5	0.7	-2	-1.1	-2	1	-1.3
O=c1oc(Nc2ccccc2F)nc2ccccc12	-34	6.7	0.9	3	3.1	1.7	1	2.8	-3	-2	-0.2
NC(=O)c1ncn([C@@H]2O[C@H](CNCc3cccc(OC4CCCC4)c3)[C@@H](O)[C@H]2O)n1	-1	-0.5	-1.8	-2	-1.4	1.3	-2	0.7	9	-6	-1.2
COc1ccc(CCNc2nc(=O)[nH]nc2C)cc1OC	-6	-1.2	-0.1	-7	-0.5	0.4	-3	-1.1	6	1	-1.2
CCC(Sc1nc2sc(C(=O)OC)c(C)c2c(=O)n1N)C(=O)N(CC)CC (centres undefined)	-1	-1.9	0.2	6	0.2	-1.2	1	-2.0	4	-4	-1.8
COc1ccc([N+](=O)[O-])cc1NC(=O)COC(=O)c1ccccc1O	-1	3.5	0.3	-3	-1.2	1.7	3	-0.2	3	-1	-1.2
Cc1cc(-c2ccco2)c(C#N)c2nc3ccccc3n12	-128	-0.2	0.6	27	-0.1	4.1	12*	-0.9	-2	0	-0.5
O=C(CSc1nc2[nH]ncc2c(=O)n1-c1ccccc1)NCCc1ccccc1	5	-6.7	1.8	1	-0.5	1.3	1	-0.9	-2	2	-1.2
Cc1ccc(C(=O)NNC(=O)c2ccccc2O)cc1S(=O)(=O)N1CCCCC1	4	2.7	1.2	1	-0.6	0.4	-1	-1.1	8	-2	-1.0
O=C(O)c1cc(CN2CCOCC2)oc1-c1ccccc1	4	-1.0	0.4	4	0.5	1.2	5	-0.5	10	-4	-0.8
COC(=O)c1cc2sc(Cl)cc2n1CC(=O)NCCC(C)C	2	1.9	1.1	-8	0.2	1.0	1	-0.1	4	-14	-0.9
Cc1ccc(C)c(NC(=O)C(CC(=O)O)Cc2ccccc2)c1 (centres undefined)	5	1.1	0.0	1	-1.0	2.1	-3	-0.1	8	1	-0.1
Cc1cc(C)n(CC(=O)N/N=C/c2cccs2)n1	3	4.9	0.2	0	3.0	2.8	5	1.3	1	4	-1.3
O=S(=O)(c1ccc(Br)cc1Cl)N1CCN(CCO)CC1	3	-4.5	0.3	1	-0.6	0.4	-4	-0.8	-4	3	-0.8
CCOC(=O)C1(CCOc2ccccc2)CCN(Cc2ccc(OCCO)cc2)CC1	7	-2.9	-0.3	0	-0.8	1.8	-3	-2.5	-8	0	-2.0
CCC(CC)NC(=O)Cn1c(C(C)NC(C)=O)nc2ccccc21 (centres undefined)	-4	-4.4	-0.3	2	-0.7	-0.1	4	-0.8	8	2	-0.4
O=C(NC1CCCC1)c1ccc(CNc2c(N3CCOCC3)c(=O)c2=O)cc1	-6	-0.8	-0.1	0	1.7	3.3	-3	-1.0	1	-4	-1.5
O=C(NC1CCCC1)c1cc(-c2ccccc2Cl)on1	-4	14*	1.3	7	0.9	4.1	6	8.0*	3	-7	0.4
COc1cccc(CNC(=O)CCC2CCCN(C(=O)c3ccoc3)C2)c1 (centres undefined)	-7	-1.6	0.1	3	-1.3	0.0	-5	1.6	7	-2	-1.3
CN1CCCCC1(C)C(=O)NCc1ccc(F)cc1 (centres undefined)	-10	2.7	0.4	0	x	2.5	1	-0.9	0	0	-1.5
Cc1ccn(CCC(=O)N2CCc3ccccc32)n1	10	0.2	4.1*	-7	1.4	2.3	1	1.1	-4	-2	0.0
O=C(NC1CC1)c1cccc(NC(=O)C2CCN(S(=O)(=O)c3cccc(C(F)(F)F)c3)CC2)c1	-4	-1.7	-1.4	0	-0.4	0.0	-4	-0.3	3	6	-1.4
O=c1c2ccsc2ncn1Cc1cccc(C(F)(F)F)c1	-15	-0.2	0.0	-3	-0.8	2.0	-1	-1.7	5	2	-1.3
COc1ccc(-c2csc(/C(C#N)=C/Nc3cc4oc5ccccc5c4cc3OC)n2)cc1	-5	2.7	-0.1	-3	1.1	1.1	-2	-0.5	4	-1	-1.3
COc1ccc(C(=O)O)cc1S(=O)(=O)Nc1cccc(C(F)(F)F)c1	4	1.1	0.4	-2	-0.5	-1.0	1	3.8	1	3	-0.9
COCCOC(=O)N1CCCCC1c1cc(C(=O)Nc2cccc3c2CCCC3)no1 (centres undefined)	4	-3.7	-2.5	0	x	-1.5	-1	-3.0	-4	3	-2.3
O=C(COC(=O)CSc1ccc([N+](=O)[O-])cc1)NCc1ccco1	-1	2.6	1.9	1	0.0	1.8	0	0.3	-2	-2	-0.5
CCS(=O)(=O)NC(C)C(c1cccs1)N1CCN(c2ccc(F)cc2)CC1 (centres undefined)	-7	-0.2	-0.4	4	-0.6	1.1	-2	-2.8	1	-3	-1.5
